High-throughput results (PubChem BioAssay)
TSHR antagonist: blocks TSH signaling through the human TSH receptor. P16473. TSHR-expressing cells, TSH-stimulated cAMP HTRF, 2 h; active compounds read low. activity change, negative = inhibition, % at 11.5 µM. 330,000 tested, 0.2% active;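 active means activity change below a set negative limit, meaning inhibition stronger than a set level, cut at about -70% in these data; inconclusive means activity change between two set negative limits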; further: on the % scale 0 is the no-effect control and ±100 the full control effect
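Freshly harvested TSHR cells receive pin-tooled compound, then EC80 TSH at 4nM final. After 2 hours at 37 deg C, antibody in lysis buffer and cAMP-d2 are added; 30 minutes at ambient temperature precede the HTRF read.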
KCNH2 WT inh: KCNH2 (human, wildtype) channel inhibition; activity change, % at 1.84 µM; AID 720551; 340,000 tested, 0.37% active; Q12809; U2OS, BacMam KCNH2, thallium flux FluxOr; active compounds read low;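 active means maximum activity change below -70%; inconclusive means maximum activity change between -70% and -50%; inactive means maximum activity change above -50%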; further: on the % scale 0 is the no-effect control and ±100 the full control effect
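U2OS cells were transduced with wild-type KCNH2 virus (2.03 x 10^8 / mL) for 4 h at room temperature, then cultured overnight at 37 C. Thallium flux was read with FluxOr dye. Rate constants were normalized to DMSO controls.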
Eya2 phos inh: blocks the phosphatase activity of human Eya2; O00167; recombinant Eya2, OMFP fluorescence dephosphorylation (OMFP is methylfluorescein phosphate); Potency, µM (titrated, usually from 76.9 µM), without a hit: top-dose activity, negative = inhibition, actives largely listed as inhibitors; 330,000 tested, 0.006% active; further: potency means the concentration at half of the fitted maximal effect; on the % scale 0 is the no-effect control and ±100 the full control effect
Target sequence (O00167 whole entry, looked up): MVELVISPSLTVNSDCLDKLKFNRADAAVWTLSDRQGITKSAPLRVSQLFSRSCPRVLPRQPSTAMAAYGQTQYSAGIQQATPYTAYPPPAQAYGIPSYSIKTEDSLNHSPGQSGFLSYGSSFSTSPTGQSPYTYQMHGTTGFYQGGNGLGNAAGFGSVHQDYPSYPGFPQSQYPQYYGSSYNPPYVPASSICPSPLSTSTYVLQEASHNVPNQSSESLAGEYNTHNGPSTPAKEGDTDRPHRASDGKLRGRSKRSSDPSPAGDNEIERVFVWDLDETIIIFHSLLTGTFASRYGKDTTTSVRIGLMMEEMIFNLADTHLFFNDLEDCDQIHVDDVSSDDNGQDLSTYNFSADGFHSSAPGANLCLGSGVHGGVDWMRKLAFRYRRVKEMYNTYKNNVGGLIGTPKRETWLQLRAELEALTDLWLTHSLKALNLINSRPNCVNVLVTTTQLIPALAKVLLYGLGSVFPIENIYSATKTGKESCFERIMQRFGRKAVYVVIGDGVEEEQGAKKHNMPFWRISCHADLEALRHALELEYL
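Eya2 protein (added as 0.2 uM solution) was preincubated with compound for 10 min at ambient temperature in 50 mM HEPES pH 7.5, 50 mM NaCl, 5 uM MgCl2, 0.05% BSA, 1 mM DTT. OMFP (added at 50 uM) then reacted 10 min; fluorescence read at 485/525 nm.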
Mito fusion act: inhibitors of mitochondrial division or activators of mitochondrial fusion | 320,000 tested, 0.23% active | S. cerevisiae fusion-defective mutant growth rescue, CellTiterGlo 48 h | AID 485298 | Potency, µM (titrated, usually from 46.1 µM), for inactives: at the highest dose growth rescue (activation), hits mostly activators;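 further: potency means the concentration at half of the fitted maximal effect; % of control where 0% means no effect; nearly all actives have a fitted effect of over 45% in size; temperature-sensitive fusion mutants such as fzo1-1 at 37 °C on non-fermentable ethanol glycerol medium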
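Read-out: ATP-based luminescence (CellTiterGlo, 10 min ambient) reporting growth of fusion-defective ts yeast after 48 hours at 37C on glycerol/ethanol YPEG medium in the presence of compound.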
TRPV1 ag: human TRPV1 agonism | Q8NER1 | TRPV1-expressing cells, Fluo-8 calcium influx, agonist mode | activation, % at 8.33 µM | 320,000 tested, 0.19% active | AID 540275; in the data active means activation above about 80%; inconclusive means between about 30% and that limit; further: 0% is about no effect
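Fluo-8 calcium influx in TRPV1-expressing cells, kinetic read (ex 480/em 520 nm). Compound added and read 3 min for agonist activity, followed by capsaicin at EC20 final and 2 min further read for enhancement.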
ELG1 DNA repair: inhibitors of ELG1-dependent DNA repair in HEK293T cells; HEK293T ELG1-luciferase reporter, luminescence, 16 h; DNA damage induced by 5-fluorouridine; Potency, µM (top dose mostly 46.1 µM), for inactives: at the highest dose activity change, negative = inhibition, usual class: inhibitors; 330,000 tested, 2.3% active; further: potency means the concentration at half of the fitted maximal effect; on the % scale 0 is the no-effect control and ±100 the full control effect; nearly all actives have a fitted effect of over 55% in size
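Luminescence from the luciferase reporter, measured 30 min after ONE-Glo reagent at room temperature, was the read-out. Beforehand, 2,000 cells per well were exposed for 16 hr at 37 °C to 5-fluorouridine together with compound or vehicle.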
KCNH2 3.1 inh: blocks the human KCNH2 3.1 channel isoform; U2OS KCNH2 3.1, thallium flux FluxOr; active compounds read low; 340,000 tested, 0.95% active; activity change, % (tested at about 1.8 µM);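 active means maximum activity change below -70%; inconclusive means maximum activity change from -70% to -50%; inactive means maximum activity change above -50%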;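 further: thallium influx rate constant from kinetic fluorescence after stimulation buffer; on the % scale 0 is the no-effect control and ±100 the full control effect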
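We transduce U2OS cells with the mutant 3.1 virus, culture them overnight, load FluxOr with Red40 quencher for 45 min, then add stimulation buffer and read kinetically for 2 min to derive a normalized rate constant.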
AT treatment: candidate therapy for ataxia-telangiectasia. […] A-T fibroblasts, KAP-1 phosphorylation AlphaLISA; neocarzinostatin DNA damage 30 min before lysis. Potency, µM (top dose mostly 57.5 µM), for inactives: top-dose activation, hits mostly activators. 320,000 tested, 0.19% active. AID 485349; further: potency means the concentration at half of the fitted maximal effect; % of control where 0% means no effect; nearly all actives have a fitted effect of over 45% in size
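hTERT-immortalized A-T patient fibroblasts ([…]), 500 cells/well in OPTI-MEM, 1% FBS, got compounds for 60 min, then NCS for 30 min at 37C. Lysates were then assayed for phospho-KAP-1 by AlphaLISA (anti-pKAP1 donor, anti-KAP1 acceptor beads), 6 hr at 25C.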
TCR activator: activates T cell receptor signaling. primary human leukocytes, anti-CD3, IL-2 HTRF, 48 h. Potency, µM (highest dose often 9.22 µM), without a hit: top-dose activation of IL-2 secretion, actives largely listed as activators. 330,000 tested, under 10 active. AID 504894; further: % of control where 0% means no effect
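1) Mix primary human leukocytes, a-CD3 beads and compound. 2) Incubate 48 hr. 3) Add HTRF IL-2 reagents (a-IL-2-K, a-IL-2-d2).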
USP2a inh: blocks human ubiquitin-specific protease USP2a; 330,000 tested, 0.01% active; Potency, µM (titrated, usually from 38.3 µM), for inactives: at the top dose activity change, negative = inhibition, usual class: inhibitors; O75604; USP2 core, Ub-CHOP2 coupled fluorogenic reporter, 485/531;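 further: potency means the concentration at half of the fitted maximal effect; plate controls were DMSO wells for no effect and full inhibition by NEM control for full effect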
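Deubiquitinase activity read as fluorescence (485/531 nm) after Ub-CHOP2 cleavage activates the enterokinase reporter on its substrate; USP2 core 10nM, Ub-CHOP2 and substrate 25nM each, 30min compound preincubation then 60min RT; data normalized to NEM, curves fitted.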
The depositor's hits bear a star; i = inactive; ? = inconclusive; nt = not tested or not shown; [ ] = another dose, or the depositor's remark. Unless noted, the call rests on the fitted dose curve; in most records, active means well fitted curve in the direction sought with a large enough effect; inconclusive means small, poorly fitted or top-dose-only effect, or another doubt; inactive means no such curve, though single readings can be large; an effect the other way counts as inactive or inconclusive. Only part of the results is shown; rates above refer to the full screens.

Below each SMILES: TSHR antagonist, AT treatment, Mito fusion act, TRPV1 ag, KCNH2 3.1 inh, ELG1 DNA repair, TCR activator, KCNH2 WT inh, USP2a inh, Eya2 phos inh
> O=[N+]([O-])c1cccnc1Oc1ccccc1F
→ -19, -1%, 7%, 11, -18, ?, -1%, -11, -1%, -1%
> Cc1ccc(S(=O)(=O)N2CCN(C(=O)c3cc4c(s3)CCC(C)C4)CC2)cc1 (stereo not drawn)
→ 16, 15%, 1%, 0, 9, 0%, 2%, 37, 1%, -32%
> Cc1cc(=O)oc2c3c(ccc12)OC/C3=N/N
→ -1, -6%, -1%, 3, 25, 0%, -3%, 2, 1%, -9%
> Cc1sc2ncnc(OCC(=O)NCc3cccs3)c2c1C
→ 3, 2%, -6%, -1, -10, 9%, 4%[46.1 µM], -17, 3%, 8%
> N#Cc1ccc(Oc2ccc(C(N)=O)cc2)cc1C#N
→ -14, 4%, 5%, 1, -4, ?, -2%, 0, 2%, 4%
> COc1ccccc1NC(=O)CSc1nnc(-c2ccoc2C)n1CCc1ccccc1
→ 24, 4%, 4%, ?, 15, -24%, -2%, -7, -1%, 4%
> Cc1ccc(-c2nc(-c3ccncc3)no2)cc1
→ -5, 0%, -15%, 10, 16, ?, -2%, 0, 1%, 3%
> CC(C)CCNC(=O)CO/N=C/c1ccccc1OC(F)F
→ 5, -1%, 0%, 0, -28, 5%, -3%[46.1 µM], 1, 6%, -9%
> COc1ccc(NC(=O)Nc2ccc3nccnc3c2)cc1
→ -3, 6%, -2%, 0, 3, ?, -6%, 2, 0%, -9%
> Cc1cc(Cl)c2oc(C(=O)N3CCC(O)(c4ccccc4)CC3)c(C)c2c1
→ -4, -1%, -2%, 20, 3, ?, nt, -6, 0%, 5%

Shown with each value named: entries from further up
Cc1cc(=O)oc2c3c(ccc12)OC/C3=N/N
  TSHR antagonist: -1	AT treatment: -6%	Mito fusion act: -1%	TRPV1 ag: 3	KCNH2 3.1 inh: 25	ELG1 DNA repair: 0%	TCR activator: -3%	KCNH2 WT inh: 2	USP2a inh: 1%	Eya2 phos inh: -9%
Cc1sc2ncnc(OCC(=O)NCc3cccs3)c2c1C
  TSHR antagonist: 3	AT treatment: 2%	Mito fusion act: -6%	TRPV1 ag: -1	KCNH2 3.1 inh: -10	ELG1 DNA repair: 9%	TCR activator: 4%[46.1 µM]	KCNH2 WT inh: -17	USP2a inh: 3%	Eya2 phos inh: 8%

Next part
Below each SMILES: TSHR antagonist, AT treatment, Mito fusion act, TRPV1 ag, KCNH2 3.1 inh, ELG1 DNA repair, TCR activator, KCNH2 WT inh, USP2a inh, Eya2 phos inh
> Cc1cnc(C(=O)OCC(=O)Nc2ccccc2-c2ccccc2)cn1
→ 28, 8%, 5%, -3, -4, -20%, 7%, -3, -6%, ?
> COc1ccc(CC(NC(C)=O)C(=O)NC2CCN(C(=O)Nc3ccccc3Cl)CC2)cc1OC (stereo not drawn)
→ -10, nt, 1%, 1, 8, -3%, 2%, -11, 1%, -1%
> COc1ccc(CCC(=O)Nc2ccc3c(c2)OCO3)cc1OC
→ 23, -4%, -8%, 0, 5, 0%, -5%, -7, -1%, -1%
> COC(=O)c1ccccc1NC(=S)NC(=O)CC(C)C
→ -7, 0%, -12%, 4, 12, 8%, -1%, -14, 2%, 9%
> COc1ccc(/C=N/OCC(=O)N=Nc2c(O)[nH]c3ccc(Br)cc23)cc1OC
→ -14, -6%, 0%, -6, 6, 13µM*, -1%[46.1 µM], i, 3%, -2%
> CN(C)S(=O)(=O)c1ccc(S(=O)(=O)N(Cc2ccco2)Cc2ccccc2Cl)cc1
→ -6, 7%, -4%, 4, -12, 1%, -2%, 3, 1%, 5%
> Cn1nnnc1Sc1ncnc2scc(-c3ccccc3Br)c12
→ 0, -2%, 8%, 19, nt, ?, -1%, nt, 6%, -18%
> CC(C)(C)C(=O)NC1CC2CCCC(C1)N2C(=O)Nc1cccc(Cl)c1 (stereo not drawn)
→ -45, -15%, -7%, -3, -5, nt, -1%, 3, 1%, -6%
> O=C(CNCc1ccccc1)Nc1cccc(Cl)c1Cl
→ -5, 5%, -16%, 26, 2, -2%, -2%, 13, 2%, 1%
> Cc1cc(N)n2nc(C)c(-c3ccc(Cl)cc3)c2n1
→ -7, 9%, 19%, -4, 0, 8%, 1%, -18, -6%, -11%
> CC(=O)Nc1ccc(SCCCC(=O)c2ccccc2)cc1
→ -2, -1%, 11%, 11, -6, ?, 12%, -8, 0%, 9%
> COc1ccc(N(C)S(=O)(=O)c2cccc(C(=O)NC3CCCC(C)C3C)c2)cc1 (stereo not drawn)
→ -11, 6%, ?, 6, 0, ?, -3%, -1, 0%, -38%
> CNC(=S)N1N=C(c2cccs2)CC1c1ccc(OC)cc1 (stereo not drawn)
→ -11, -3%, -7%, 1, -18, 18%, 5%, 1, -2%, 4%
> CCc1c(C)nc2ncnn2c1N1CCCC(C(=O)NCc2ccco2)C1 (stereo not drawn)
→ -3, -1%, -3%, 0, -7, ?, 6%, 8, 4%, -12%
> CC[C@@]1(C(=O)OC)N[C@H](CN(C)C(=O)c2ccc(C)cc2)[C@@H]2C(=O)N(C)C(=O)[C@@H]21
→ -12, -3%, nt, nt, 5, 10%, 3%, 1, 0%, -2%
> CN(C)CCCOc1ccc(Cl)cc1Br
→ 3, 4%, -4%, 2, -4, 0%, nt, 13, 2%, 6%
> CC(=O)c1c(C)[nH]c(C(=O)OCC(=O)N2CC(=O)Nc3ccccc32)c1C
→ 5, 9%, 0%, -1, nt, 11%, 10%[46.1 µM], -5, -1%, 1%
> COC(=O)c1cc2ccccc2c(-c2c(O)ccc3ccccc23)c1O
→ -3, 10%, -15%, 8, 8, 2%, 6%[46.1 µM], -2, 1%, -12%
> CCC(=O)Nc1c2c(nc3c1CCC3)CCCC2
→ -1, 3%, 1%, -1, 4, -5%, nt, 6, -1%, 8%
> COc1cc(/C=N/NC(=O)C[n+]2ccccc2)cc(OC)c1OC
→ 12, 5%, -2%, -3, 14, 0%, 1%[46.1 µM], -2, 2%, -11%

Reformatted comma-delimited: 2 of the compounds above
compound,TSHR antagonist,AT treatment,Mito fusion act,TRPV1 ag,KCNH2 3.1 inh,ELG1 DNA repair,TCR activator,KCNH2 WT inh,USP2a inh,Eya2 phos inh
CNC(=S)N1N=C(c2cccs2)CC1c1ccc(OC)cc1 (stereo not drawn),-11,-3%,-7%,1,-18,18%,5%,1,-2%,4%
CCc1c(C)nc2ncnn2c1N1CCCC(C(=O)NCc2ccco2)C1 (stereo not drawn),-3,-1%,-3%,0,-7,?,6%,8,4%,-12%

More entries follow:
Below each SMILES: TSHR antagonist, AT treatment, Mito fusion act, TRPV1 ag, KCNH2 3.1 inh, ELG1 DNA repair, TCR activator, KCNH2 WT inh, USP2a inh, Eya2 phos inh
> CCC(CC)C(=O)NCCc1cc2ccc(C)cc2[nH]c1=O
→ 7, 3%, -6%, -3, -2, 9%, -2%[46.1 µM], 7, 0%, 10%
> O=C(NCCCN1CCOCC1)c1cc(S(=O)(=O)N2CCN(c3ccccc3)CC2)ccc1Cl
→ -6, -3%, -4%, -1, 7, 2%, -3%, 1, -1%, -20%
> CN(CCOc1ccc(Cl)cc1)C(=O)C1CCN(C(=O)c2ccc(F)cc2)CC1
→ 3, -6%, -1%, 1, 2, 1%, -1%, 17, 2%, -7%
> Cc1ccc(-c2noc(CN(C(=O)CCN3C(=O)c4ccccc4C3=O)C(C)C)n2)cc1
→ -9, -9%, 13%, -1, -11, -15%, -3%, 8, -1%, 0%
> CCOC(=O)N1CCN(c2cc(=O)n(-c3cccc(C)c3)c(=O)[nH]2)CC1
→ 2, -7%, 0%, 5, nt, 0%, -4%, -4, 1%, -8%
> CCOC(=O)c1c[nH]c2c(Cl)c(Cl)ccc2c1=O
→ 27, -8%, -1%, -3, -2, 2%, nt, 9, 1%, 6%
> O=C(O)CCC(=O)N1CCN(c2nc(-c3ccccc3)c3ccccc3n2)CC1
→ -12, 13%, -10%, -4, -5, 3%, -4%, 5, 0%, -21%
> COc1ccc(C2C(C(=O)Nc3ccc4c(c3)OCCO4)c3ccccc3C(=O)N2C)cc1 (stereo not drawn)
→ 15, -6%, -5%, 1, 3, -1%, -24%, 0, 2%, -19%
> COC(=O)[C@@]12CCCCN1[C@H](c1ccc(-c3ccc(F)cc3)c(OC)c1)[C@H]1C(=O)N(C)C(=O)[C@H]12
→ 31, 16%, nt, nt, -95*, 13µM*, -3%, -7, 0%, -7%
> CCOc1ccc(N(CC(=O)NCc2ccccc2)S(=O)(=O)c2c(C)noc2C)cc1
→ -10, -1%, -2%, nt, -1, -3%, -4%, -7, 4%, 16%
